NR2F2 inh = NR2F2 transcriptional activity inhibitors, primary screen, cell-based, luciferase reporter, HEK293T, luminescence. HEK293T NGFI-A luciferase reporter. inhibition, % at 8.6 µM. COUP transcription factor 2 (Homo sapiens), P24468. hit rate 0.7% among 370,000;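 active = inhibition above a per-plate cutoff, mean inhibition of test wells between control levels plus 3 SD, cut at about 38% in these data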;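 note: cells cotransfected with COUP-TFII expression vector driving the NGFI-A reporter; 0% = median of COUP-TF2 test wells and 100% = reporter-only cells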
Target sequence (P24468 whole entry, looked up): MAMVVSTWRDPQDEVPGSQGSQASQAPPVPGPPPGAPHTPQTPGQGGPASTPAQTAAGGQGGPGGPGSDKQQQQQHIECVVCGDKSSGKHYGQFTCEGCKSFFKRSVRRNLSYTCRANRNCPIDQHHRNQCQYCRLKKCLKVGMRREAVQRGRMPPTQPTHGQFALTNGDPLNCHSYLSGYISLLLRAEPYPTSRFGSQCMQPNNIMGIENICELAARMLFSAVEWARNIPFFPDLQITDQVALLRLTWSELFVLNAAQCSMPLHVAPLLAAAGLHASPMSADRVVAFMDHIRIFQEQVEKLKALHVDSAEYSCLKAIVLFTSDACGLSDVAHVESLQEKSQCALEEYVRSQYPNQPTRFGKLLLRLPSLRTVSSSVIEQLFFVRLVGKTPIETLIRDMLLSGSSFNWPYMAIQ
SRC2 inh = inhibition of GAL4-SRC2 driven luciferase reporter, primary screen, SRC2 inhibitor project, cell-based, luminescence. Nuclear receptor coactivator 2 (Homo sapiens), Q15596. HEK293 GAL4-SRC2 luciferase reporter. inhibition, % at 9 µM. hit rate 0.17% among 370,000. AID 651957, 2012;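 active = inhibition above the mean inhibition of all tested compounds plus 3 SD, set per campaign, cut at about 52% in these data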;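 note: 0% = DMSO treated cells and 100% = cells given Gossypol at 36 µM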
An asterisk follows results filed as active; & = joins results of further samples. An excerpt; count on the stated rates, not on these rows.

SMILES	NR2F2 inh	SRC2 inh
Cc1cc(C)cc(NC(=O)NC2CCN(S(=O)(=O)c3ccc(F)cc3)CC2)c1	-11	1
COC(=O)C1CCCN(C(=O)C2CCN(S(=O)(=O)c3ccc([N+](=O)[O-])cc3)CC2)C1 (centres undefined)	13	0
COC(=O)c1ccc(Cn2ccc3ccc(-c4ccc5ccn(C(=O)c6cccc(OC)c6)c5c4)cc32)cc1	-8	-5
COc1cccc(CNC(=O)C[C@H]2CC[C@H]3[C@@H](COc4ccc(NC(=O)c5cccs5)cc4C(=O)N3C)O2)c1	-3	-25
C=CCn1c(Cc2cccs2)nnc1SCC(=O)Nc1ccc(OCc2ccccc2)cc1	22	-10
CCN(CC)CCCNC(=O)c1cc2cc(Cl)ccc2nc1N	4	-3
CCn1c(=O)n(CC)c2cc(N3CCCC3)c(NC(=O)c3cc(Br)ccc3OC)cc21	3	3
Cc1ccc(-n2c(SC/C=C/c3ccccc3)nnc2-c2ccco2)cc1	6	9
O=C(c1cccc(F)c1F)N(Cc1ccccn1)CC1CCCO1 (centres undefined)	0	10
C[C@@H]1C=CCCO[C@]12C(=O)N(CC1CC1)c1ccccc12	2	-12
COCCN1Cc2cc(C(=O)OC)c3c(c2C1=O)c1cc(F)ccc1n3C(=O)c1ccccc1	1	-24
Cc1cc(C(=O)COC(=O)c2ccc(Br)o2)c(C)n1Cc1ccco1	-1	-32
COC(=O)[C@]12C[C@H](CC(=O)NCc3cccc4ccccc34)C(=O)N(CCC3=CCCCC3)C1=C[C@H](C(C)(C)C)O[C@@H]2C	16	-23
COCc1[nH]nc2c1C(c1ccc(C)cc1)NC2=O (centres undefined)	5	-2
COc1ccc(C#CCNCc2ccc(OC)cc2OC)cc1	-4	16
Brc1ccc(N2O[C@H]3C=C[C@@H]2C3)nc1	4	-71
C[C@H](NC(=O)OCc1ccccc1)P(=O)(O)O	20	1
COc1ccc(/C=C2\CC3(OC(=O)C4CCCCC4)CCCN2C3)cc1 (centres undefined)	1	2
CC(C)(C)OC(=O)/C=C/[C@@H](CC1CCCC1)Sc1ccc(C(C)(C)C)cc1	-1	9
COC(=O)[C@]1(C#N)CC(=O)N(CC2CCCCC2)[C@@H]1c1ccccc1	-5	-12
Cc1ccc(S(=O)(=O)N2CCCc3nc(-c4ccccc4)ccc32)cc1	-9	-28
COC(=O)[C@]12C[C@H](CC(=O)NCc3ccc(C)o3)C(=O)N(CCc3ccc(OC)c(OC)c3)C1=C[C@H](C(C)C)O[C@@H]2C1CC1	-5	-6
CCNC(=O)OC[C@H]1O[C@H](C#Cc2ccc(C(C)(C)C)cc2)C=C[C@H]1OC(C)=O	22	21
Cc1cc(C)nc(SCC(=O)NC2=NC(=O)C(C)S2)n1 (centres undefined)	8	-8
COc1ccc(-c2cc(C(=O)N=Nc3c(O)[nH]c4ccccc34)[nH]n2)cc1	-29	-10
CCOC(=O)C1=C(C)NC2=C(C(=O)CC(C)(C)C2)C1c1ccc2c(c1)OCO2 (centres undefined)	13	12
C=CCCC(=O)N1CCC(C(=O)NC2CCCc3ccccc32)CC1 (centres undefined)	1	-4
COC(=O)Cc1c([C@H](C)[C@@H](OC)c2ccccc2Br)nnn1Cc1ccccc1	2	14
CCNC(=O)OC[C@H]1O[C@H](C#Cc2ccc(C(C)(C)C)cc2)C=C[C@H]1O	10	8
CC(C)CN1C(=O)[C@@]2(CC(=O)N(C)C2c2ccccc2)c2cc(-n3cc(-c4ccccc4)nn3)ccc21 (some centres undefined)	-5	-5

5 structures out of the list, arranged by SMILES length, high to low.
SMILES	NR2F2 inh	SRC2 inh
COc1cccc(CNC(=O)C[C@H]2CC[C@H]3[C@@H](COc4ccc(NC(=O)c5cccs5)cc4C(=O)N3C)O2)c1	-3	-25
CC(C)(C)OC(=O)/C=C/[C@@H](CC1CCCC1)Sc1ccc(C(C)(C)C)cc1	-1	9
Cc1cc(C)cc(NC(=O)NC2CCN(S(=O)(=O)c3ccc(F)cc3)CC2)c1	-11	1
Cc1cc(C(=O)COC(=O)c2ccc(Br)o2)c(C)n1Cc1ccco1	-1	-32
O=C(c1cccc(F)c1F)N(Cc1ccccn1)CC1CCCO1 (centres undefined)	0	10

Carrying on.
SMILES	NR2F2 inh	SRC2 inh
O=C(CCCCCNc1nc(=S)[nH]c2ccccc12)NCc1ccccc1Cl	-11	-12
CCCCCCCCN1C(=O)[C@@H](CC(=O)NCc2cccs2)C[C@@]2(C(=O)OC)C1=C[C@H](C1CCCC1)O[C@@H]2C	7	0
CCN(CC)C(=O)CSc1nnc(-c2ccccn2)n1C	-23	-19
COc1ccc(CCC[C@H](CCC(=O)N(c2ccccc2)c2ccccc2)CCc2ccccc2)cc1	-5	27
C[C@@H](NC(=O)c1ccc(C#Cc2cccc(F)c2)cn1)C(C)(C)O	-13&-19	8&-20
Cc1nccn1-c1ccc(NC(=O)[C@@H](Cc2ccccc2)NC(=O)[C@H]2O[C@@H](n3ccc(=O)[nH]c3=O)[C@H](O)[C@@H]2O)cc1	24	-7
Cc1cccc(Cn2cc(COC(=O)N3CCOCC3)nn2)c1	-12	1
COc1ccccc1CCn1cnc(-c2ccc(F)cc2)c1C(C)C	-2	10
CC(C)CNS(=O)(=O)CC1NCCc2ccccc21 (centres undefined)	11	-13
Cc1cc(NC(=O)COc2cc(F)cc(F)c2)n(-c2ccccc2)n1	-11	14
CCS(=O)(=O)N(C)C[C@@H]1OCc2ccccc2-c2c(n(C)c3ccccc23)C(=O)N([C@H](C)CO)C[C@@H]1C	-2	8
COC(=O)c1ccc2c(=O)n(CCCCCC(=O)NC3CCCCC3)c(=O)[nH]c2c1	7	-16
Cn1cc(CCOCc2ccc(Br)cc2)c2ccccc21	-1	-12
COc1ccccc1CCn1cnc(-c2cccc(Cl)c2)c1CC(C)C	15	0
CCSc1nnc(NC(=O)CSc2nccn2-c2cc(C)cc(C)c2)s1	2	9
COC(=O)C1=C(C)N(Cc2ccccc2C(F)(F)F)C(=NCc2ccc(OC)cc2)NC1c1cccc(F)c1 (centres undefined)	-21	-10
CCCCNC(=O)C[C@H]1C[C@@]2(C(=O)OC)C(=C[C@H](C3CCCC3)O[C@@H]2C)N(Cc2ccc(Cl)cc2Cl)C1=O	9	19
CC(=O)Nc1c(-c2ccc(C)cc2)nc2ncccn12	5	-19
C[C@@H]1C[C@H](O)CCCCCC(=O)Cc2cc(O)cc(O)c2C(=O)O1	8	28
CCN(CC)C(=O)CN1C(=O)C2CCCCN2C(=O)c2ccccc21 (centres undefined)	-2	6
O=C(C1CCN(c2ncnc3c2sc2cccc(F)c23)CC1)N1CCCC1	20	15
COC(=O)C[C@@H]1CC[C@@H]2[C@@H](COc3ccc(NC(=O)Nc4ccccc4)cc3C(=O)N2C)O1	4	4
CN1CCc2c(sc(NC(=O)c3ccc(S(=O)(=O)N4CCc5ccccc54)cc3)c2C(N)=O)C1	-4	21
COC1=C[C@H](C(=O)NCc2ccc(Br)cc2)C(C)C(c2ccccc2)CC1=O (some centres undefined)	12	-20
N#CCCCc1cn(-c2cccc(-c3noc4c3C(=O)N(CC(=O)N3CCOCC3)CC4)c2)nn1	2	-44
O=C(Cc1csc(-c2ccccc2)n1)NCc1ccccc1F	-13	-14
COC1=C[C@H](C(=O)NCc2ccccc2)[C@H](C)[C@@H](c2ccccc2)CC1=O	4	-13
COC(=O)c1[nH]c2cccc(OC)c2c1NC(=O)C(C)N1CCC(C)CC1 (centres undefined)	8	-4
COC(=O)[C@]12C[C@H](CC(=O)NCCCN3CCCC3=O)C(=O)N(Cc3ccc(Cl)cc3Cl)C1=C[C@H](C(C)(C)C)O[C@@H]2C	19	7
COc1cccc(NC(=O)Nc2nc3ncccn3c2-c2ccc(C)cc2)c1	-32	-43
COc1ccc(/C(C)=N\NC(=O)c2ccc3c(c2)OCO3)cc1OC	-16	-42
COC(=O)C1CN(Cc2cn(Cc3ccc(Cl)cc3)nn2)CCS(=O)(=O)N1Cc1ccc(Cl)cc1 (centres undefined)	38*	15
Cc1cc(C)cc(C(=O)OCCN(C)C2CN(Cc3cn(Cc4ccccc4C(F)(F)F)nn3)S(=O)(=O)C2)c1 (centres undefined)	4	3
CCOC(=O)N1C(=O)C[C@](Sc2ccc(OC)cc2)(C(=O)N(C)C)[C@H]1c1ccc(OC)cc1	8	8
COc1ccc(C(=O)N(C)[C@H]2C[C@H]3c4[nH]c5cccc(-c6ccccc6)c5c4CCN3C[C@H]2[C@H](C)O)cc1	-20	16
COC(=O)C1=C(C)N(Cc2ccc(C(F)(F)F)cc2)C(=NCc2ccccc2C(F)(F)F)NC1c1ccccc1 (centres undefined)	14	-10
COC(=O)C1CN(Cc2cn(Cc3ccc(OC)cc3)nn2)CCS(=O)(=O)N1Cc1ccc(C)cc1 (centres undefined)	-1	16
C[C@H](c1ccccc1)N1C[C@@H](COCc2ccccc2)Oc2cccc(N3CCCCC3)c2S1(=O)=O	-1	11
O=C(Nc1ccc(Cl)cc1)OC[C@@H]1CSCCS(=O)(=O)N1	-5	-39
COCCCNC(=O)C[C@H]1C[C@@]2(C(=O)OC)C(=C[C@H](COCc3ccccc3)O[C@@H]2C)N(Cc2ccc3c(c2)OCO3)C1=O	-11	-13
Cc1ccc(NC(=O)N(Cc2cccs2)Cc2cc3cc4c(cc3[nH]c2=O)OCO4)cc1	-2	19
CC(C)CCN1C(=O)COc2ccccc2C1c1nnnn1-c1ccc2c(c1)OCCO2 (centres undefined)	8	9
COc1ccc(NC(=O)Nc2ccc(O)c3ccccc23)cc1	-12	-68
COc1cccc(CNC(=O)[C@H]2CCCN2C(=O)[C@H]2CCCN2)c1	-12	2
COc1cccc(C(=O)n2ccc3ccc(-c4ccc5ccn(Cc6ccc(C#N)cc6)c5c4)cc32)c1	-20	-3
Cc1ccc(S(=O)(=O)N(C)[C@H]2C[C@H]3c4cc(-c5ccc6c(c5)OCO6)ccc4CCN3C[C@H]2[C@H](C)O)cc1	-13	-3
CCOc1ccc(-n2c(SCC(=O)Nc3ccccc3-c3ccccc3)nnc2-c2cccs2)cc1	-18	9
COc1ccccc1NC(=O)OC1CCC12CCCCC2 (centres undefined)	2	2
O=C(CN1CCN(c2ccc(O)cc2)CC1)NC1CCCc2ccccc21 (centres undefined)	-2	0
C#CCNC(=O)C[C@@H]1C(=O)N(CC=C)C2=CCCCC[C@]21C(=O)OC	-8	-9
Further records:
SMILES	NR2F2 inh	SRC2 inh
Nc1nc2c(ncn2[C@@H]2O[C@H](C(=O)NCC(F)(F)F)[C@@H](O)[C@H]2O)c(=O)[nH]1	11	-38
COC(=O)c1cc(S(=O)(=O)N2CCN(C(C)=O)CC2)cn1C	-12	17
C[C@H]1COc2cc(N3CCSCC3)ccc2S(=O)(=O)N1C	-13	-4
O=[N+]([O-])c1ccc(Cn2ccc3ccc(-c4ccc5ccn(Cc6ccccc6)c5c4)cc32)cc1	13	14
c1cc2ccn(CC3CC3)c2cc1-c1ccc2ccn(CC3CC3)c2c1	7	6
COC(=O)c1cc(S(=O)(=O)NCC2CCN(C(=O)C(=O)c3cccs3)CC2)cs1	6	14
CC(C)N1Cc2nnn(Cc3ccccc3)c2-c2ccccc2S1(=O)=O	3	11
COC(=O)[C@@]12CCCCC3=C1N(CCC3)C(=O)[C@H]2CC(=O)NCc1cccc2ccccc12	-9	7
COC(=O)C[C@H]1CC[C@H]2[C@H](COc3ccc(NC(=O)C4CCOCC4)cc3C(=O)N2C)O1	-7	21
O=C(Cc1c[nH]c2ccccc12)Nc1ccc(Nc2cccnc2)c(-c2ccc(F)c(F)c2)c1	2	0
COC(=O)[C@@H]1N=C(c2ccc(OC)cc2)O[C@]12C(=O)N(Cc1cn(-c3ccccc3)nn1)c1cccc(Cl)c12	-4	1
CCOc1ccccc1NC(=O)c1cc2c(C)nn(-c3ccccc3)c2s1	1	23
O=C(c1ccccc1)n1ccc2ccc(-c3ccc4ccn(Cc5ccccc5)c4c3)cc21	-10	-21
C[C@@H]1ON(C)[C@H]2C[C@H]3c4cc(-c5ccccc5)ccc4CCN3C[C@@H]12	3	-5
Cn1cc(C2(c3c[nH]c4ccccc34)CCN(C(=O)OC(C)(C)C)CC2)c2ccccc21	-6	-9
O=C(CNCc1ccccc1[N+](=O)[O-])N1CCC2(CC1)OCCO2	-31	-28
CC(Cl)C(=O)N1CCC(C(=O)NCC2COc3ccccc3O2)CC1 (centres undefined)	-4	-12
Cc1cc2c(c(=O)o1)[C@@]1(C(=O)N(C)c3ccccc31)C1=C(CC(C)(C)CC1=O)O2	3	-13
CC(C)C[C@@H]1COc2cc(Br)ccc2S(=O)(=O)N1Cc1cn(CCC2OCCO2)nn1	-19	13
O=C(c1cc(C2CC2)on1)N(C1CCCCC1)C1CCCCC1	1	8
CC(=O)[C@@H]1[C@@H]2C(=O)N(c3ccc(F)c(Cl)c3)C(=O)[C@@H]2C2c3ccccc3C=CN21 (some centres undefined)	-7	-4
Nc1[nH]c(C(=O)c2ccccc2)c(-c2ccc3ccccc3c2)c1C(=O)NC1CC1	-4	-23
CCCCc1nnn2c1C1c3cc(Br)ccc3CCN1C(=O)C2 (centres undefined)	-5	-6

Complete entries, quoted from the list. Order of values: NR2F2 inh	SRC2 inh
Entry for COC(=O)[C@@H]1N=C(c2ccc(OC)cc2)O[C@]12C(=O)N(Cc1cn(-c3ccccc3)nn1)c1cccc(Cl)c12 : -4	1
Entry for CN1CCc2c(sc(NC(=O)c3ccc(S(=O)(=O)N4CCc5ccccc54)cc3)c2C(N)=O)C1 : -4	21
Entry for COC(=O)c1[nH]c2cccc(OC)c2c1NC(=O)C(C)N1CCC(C)CC1 (centres undefined) : 8	-4
Entry for Cc1cc(NC(=O)COc2cc(F)cc(F)c2)n(-c2ccccc2)n1 : -11	14

Source: PubChem BioAssay (The Scripps Research Institute Molecular Screening Center)
